HT1080 IDH1KD tx: kills HT-1080 cells with IDH1 knockdown; HT-1080 IDH1 knockdown viability, ATP luminescence, 48 h; Potency, µM (doses to about 46.1 µM), without a hit: at the highest dose activity, negative = toxicity, most hits filed as cytotoxic; 2% of 360,000 active; AID 686971;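 further: 0% = DMSO wells and -100% = cell-free medium wells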
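Luminescent ATP read-out (CellTiter-Glo, 10 min at room temperature) after 48 h compound exposure at 37 °C gave viability of IDH1-knockdown HT-1080 cells. Activity was normalised to DMSO and cell-free wells, then fitted as concentration-response curves.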
TDP-43 yeast inh: TDP-43 toxicity inhibition in yeast | AID 652104 | TDP-43 expressing yeast growth rescue, BacTiter-Glo, 24 h | Potency, µM (top dose mostly 46.1 µM), for the others: top-dose growth rescue (activation), most hits filed as activators | 1.8% of 410,000 active; further: % of control where 0% means no effect; nearly all actives have a fitted effect of over 50% in size
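Yeast expressing TDP-43 (pregrown in raffinose, seeded at OD600=0.02 in galactose medium) exposed to compounds 24 hr at 30 deg C. Growth read by BacTiter-Glo luminescence; rescue of toxicity appears as increased signal.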
KB-3-1 cytotox: KB-3-1 parental cell cytotoxicity. Potency, µM (doses to about 46.1 µM), inactives show at the highest dose activity change, negative = cytotoxic, hits mostly cytotoxic. KB-3-1 viability, CellTiter-Glo ATP luminescence, 72 h. 1.4% of 400,000 active. AID 1347075; further: on the % scale 0 is the no-effect control and ±100 the full control effect; nearly all actives have a fitted effect of over 60% in size
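Cytotoxicity measured as CellTiter-Glo luminescence after 72 h at 37 C. Compound titrations were pinned onto drug-naive KB-3-1 parental adenocarcinoma cells grown in DMEM with 10% FBS, and normalized data fitted to concentration-response curves.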
GLP-1R agonist: GLP-1 receptor (human) agonism | 0.007% of 380,000 active | AID 624172 | Potency, µM (highest dose often 45.6 µM), for inactives: at the top dose activation, most hits filed as activators | HEK293 GLP-1R CRE-luciferase, luminescence, 4-6 h; cells express a hypersensitive GLP-1R form | P43220; further: % of control where 0% means no effect
Target sequence (P43220 whole entry, looked up): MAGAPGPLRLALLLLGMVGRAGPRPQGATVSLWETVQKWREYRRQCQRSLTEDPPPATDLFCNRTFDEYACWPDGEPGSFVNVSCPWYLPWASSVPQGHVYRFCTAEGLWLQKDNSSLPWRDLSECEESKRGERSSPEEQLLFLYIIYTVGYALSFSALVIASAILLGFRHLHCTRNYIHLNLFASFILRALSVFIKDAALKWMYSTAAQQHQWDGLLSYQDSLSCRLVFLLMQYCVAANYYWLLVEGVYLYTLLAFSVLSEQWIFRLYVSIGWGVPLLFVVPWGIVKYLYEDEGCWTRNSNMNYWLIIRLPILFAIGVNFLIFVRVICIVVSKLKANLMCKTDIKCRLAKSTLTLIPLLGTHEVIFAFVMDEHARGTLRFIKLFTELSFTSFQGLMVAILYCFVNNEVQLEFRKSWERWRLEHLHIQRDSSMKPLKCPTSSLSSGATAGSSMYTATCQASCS
HT1080-NT tox: kills 2HG-producing HT-1080-NT fibrosarcoma cells | HT-1080-NT fibrosarcoma viability, CellTiter-Glo ATP luminescence, 48 h | Potency, µM (top dose mostly 46.1 µM), without a hit: at the highest dose activity, negative = less viability, hits mostly cytotoxic | 1.6% of 360,000 active;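 further: NT is the 2HG producing partner of a matched IDH1 knockdown line; 0% = DMSO-treated cells and -100% = media-only wells without cells; nearly all actives have a fitted effect of over 55% in size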
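A 48-hour cytotoxicity screen used HT-1080-NT cells plated 2 hours before compound delivery. ATP-based CellTiter-Glo luminescence measured viability, normalized to DMSO and no-cell controls.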
HEK293 tox: cytotoxicity counter-screen for GLP-1 receptor inverse agonists; HEK293 cAMP-luciferase reporter cells, luminescence, 24 h; Potency, µM (top dose mostly 38.3 µM), without a hit: at the highest dose activity change, negative = inhibition, usual class: inhibitors; 0.13% of 410,000 active; AID 624418;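 further: loss of luciferase light is scored as toxicity; on the % scale 0 is the no-effect control and ±100 the full control effect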
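A 23 nL compound transfer followed 12 hours of cell culture at 37 deg C; exposure then lasted 24 hr. Luciferase assay detection reagent was dispensed and plates read for luminescence after a 12 min room-temperature wait.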
SW480 rereplic: inducers of DNA re-replication in SW480 colon cancer cells; SW480 DNA re-replication, Hoechst DNA content imaging, 48 h; Potency, µM (titrated, usually from 46.1 µM), inactives show at the highest dose re-replication activation, most hits filed as activators; 1.8% of 340,000 active; further: % of control where 0% means no effect; nearly all actives have a fitted effect of over 55% in size
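SW480 cells exposed to compounds for 48 hr at 37 C, 5% CO2, then Hoechst-stained 40 min. Nuclear DNA content imaged by fluorescence scanning (405 nm excitation, 500-530 nm emission); re-replication scored as increased high-intensity nuclei.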
KB-V1 cytotox: KB-V1 MDR subline cytotoxicity | Potency, µM (titrated, usually from 46.1 µM), without a hit: at the top dose activity change, negative = cytotoxicity, hits mostly cytotoxic | 3.4% of 400,000 active | AID 1347076 | KB-V1 MDR cells viability, CellTiter-Glo, 72 h; further: on the % scale 0 is the no-effect control and ±100 the full control effect; nearly all actives have a fitted effect of over 60% in size
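Cytotoxicity toward P-gp-expressing KB-V1 cells was determined as loss of CellTiter-Glo luminescence after 72 h at 37 degrees C. Compounds were tested in quantitative HTS format across a concentration range, with curves fitted to normalized data.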
GLP-1R inv ag: GLP-1 receptor (human) inverse agonism; HEK293 GLP-1R CRE-luciferase, luminescence, 24 h; GLP-1R form is constitutively active; Potency, µM (highest dose often 38.3 µM), without a hit: top-dose activity change, negative = inhibition, usual class: inhibitors; P43220; 1.6% of 410,000 active; further: on the % scale 0 is the no-effect control and ±100 the full control effect; nearly all actives have a fitted effect of over 55% in size
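Readout was luciferase luminescence, measured 12 min after detection reagent at room temperature. Beforehand, GLP-1R reporter HEK293 cells had sat 12 h, then received compounds for 24 hr at 37 deg C.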
Active calls of the source: *; ? = inconclusive; nt = not tested or not shown; & = joins results of further samples; [ ] = dose if it differs, or a comment. The call rests on the fitted dose curve; in most records, active means well fitted curve in the direction sought with a large enough effect; inconclusive means small, poorly fitted or top-dose-only effect, or another doubt; inactive means no such curve, though single readings can be large; an effect the other way counts as inactive or inconclusive. Potency means the concentration at half of the fitted maximal effect. Random draw from the library; about 9.4% have a hit in one of these screens.

SMILES	HT1080 IDH1KD tx	TDP-43 yeast inh	KB-3-1 cytotox	GLP-1R agonist	HT1080-NT tox	HEK293 tox	SW480 rereplic	KB-V1 cytotox	GLP-1R inv ag
CC1CCN(C(=O)Cn2c(=O)oc3cc(S(=O)(=O)N4CCCCC4)ccc32)CC1	11.0%	2.9%&24.3%	-6.4%&-11.9%	-2.6%	10.3%	-9.2%&-1.7%	-6.9%	-1.2%&1.5%	3.0%&-1.3%
CC[N+]1(C)CCC(O)(c2ccc(OC)cc2)C(C(=O)c2ccc(OC)cc2)C1 (stereo not drawn)	4.61µM*	15.5%	?	-7.0%	?	?	2.91µM*	?	?
CNC(=S)N(Cc1cc2cc(C)ccc2n2nnnc12)CC(C)(C)CN(C)C	9.1%	0.0%	6.5%	1.2%	7.7%	-3.2%	-24.7%	-5.3%	1.6%
CN1CCN(c2ccc(NC(=O)c3ccc(-c4cccc([N+](=O)[O-])c4)o3)cc2)CC1	?	9.0%[9.22 µM]	7.5%	23.7%	?	-0.6%[7.66 µM]	?	24.7%	-25.6%[7.66 µM]
Cc1nn(-c2ccccc2)c2sc(C(=O)Nc3ccc(Br)cc3)cc12	nt	0.6%	19.7%	nt	nt	-0.7%	nt	9.4%	6.4%
COCCn1c(SC(C)C(=O)Nc2ccc(N3CCOCC3)cc2)nnc1-c1ccncc1 (stereo not drawn)	-0.3%	-11.4%	12.3%	0.5%	4.5%	2.0%	-6.3%	10.5%	45.8%[activator]
Cc1cccc(NC(=O)CN2C(=O)c3ccccc3C2=O)c1C	2.8%	-5.8%	0.7%	-5.4%	0.0%	8.3%	-0.6%	-15.7%	12.1%
O=C(COc1ccc(S(=O)(=O)N2CCOCC2)cc1Cl)NCCN1CCOCC1	5.6%	-6.9%	9.3%	7.1%	6.2%	5.1%	-0.8%	0.0%	-1.5%
COC(=O)c1csc(S(=O)(=O)N2CCCCC2)c1OC	0.0%	-7.1%	-0.8%	-0.8%	-9.0%	-0.2%	-5.0%	-12.7%	5.6%
OC(COc1ccc(Cl)cc1)CN1CCN(c2cccc(Cl)c2)CC1 (stereo not drawn)	?	-14.6%	-10.2%	14.0%	-21.9%	-8.4%	?	-0.3%	?
O=C(NC1CCS(=O)(=O)C1)/C(=C\c1ccc(F)cc1)NC(=O)c1ccccc1 (stereo not drawn)	1.4%	20.6%[9.22 µM]	10.9%	1.9%	-0.2%	3.5%[7.66 µM]	0.3%	-3.4%	21.5%[7.66 µM]
COc1ccc(-c2nc3ccccc3s2)cc1NC(=O)COc1ccccc1C	nt	-14.4%	?	5.3%	nt	-16.0%	nt	-17.2%	-6.5%
COc1cccc(CNS(=O)(=O)c2c(C(=O)N3CCCC3)c(C)n(C)c2C)c1	1.7%	-3.8%	9.6%	-4.1%	5.9%	-1.8%	1.9%	-1.3%	4.0%
CN(C)c1ccc(C(=O)OCc2ccc(Br)cc2)cc1	-4.9%	10.4%	-3.7%	-2.9%	1.0%	16.9%	2.8%	-0.4%	0.8%
CC(c1ccccn1)N(Cc1ccco1)C(=S)Nc1cccc(F)c1 (stereo not drawn)	22.6%	0.0%	-3.5%	0.3%	14.6%	8.9%	1.6%	6.7%	4.9%
CC1(C)CSC(C)(C)C(=O)N1	14.4%	-14.1%	-5.3%	-2.2%	11.8%	12.2%	0.0%	?	26.7%
CCCCCCC(=O)Nc1nc(C)c(-c2csc(Nc3cccc(OC)c3)n2)s1	-7.3%	12.9%	-18.8%	-3.6%	0.4%	11.3%	-11.3%	4.2%	48.9%[activator]
CN(Cc1ccc(Cl)cc1Cl)C(=O)C1CC(=O)N(Cc2ccco2)C1 (stereo not drawn)	-4.4%	4.1%	0.5%	9.8%	4.3%	4.6%	nt	0.2%	1.4%
CCN(CC)c1ccc(C(=O)Nc2ccccc2)cc1[N+](=O)[O-]	-18.1%	25.1µM*	-11.6%	14.8%	-8.0%	-37.3%	-47.6%[inhibitor]	-21.7%	?
CC1Cc2cc(/C=C3/SC(=S)NC3=O)ccc2O1 (stereo not drawn)	-22.0%	-28.9%	-8.9%	2.5%	-15.1%	10µM*	?	-1.4%	?

Record cards (already shown). Values in the order: HT1080 IDH1KD tx	TDP-43 yeast inh	KB-3-1 cytotox	GLP-1R agonist	HT1080-NT tox	HEK293 tox	SW480 rereplic	KB-V1 cytotox	GLP-1R inv ag
Record of O=C(NC1CCS(=O)(=O)C1)/C(=C\c1ccc(F)cc1)NC(=O)c1ccccc1 (stereo not drawn) : 1.4%	20.6%[9.22 µM]	10.9%	1.9%	-0.2%	3.5%[7.66 µM]	0.3%	-3.4%	21.5%[7.66 µM]
Record of OC(COc1ccc(Cl)cc1)CN1CCN(c2cccc(Cl)c2)CC1 (stereo not drawn) : ?	-14.6%	-10.2%	14.0%	-21.9%	-8.4%	?	-0.3%	?
Record of CNC(=S)N(Cc1cc2cc(C)ccc2n2nnnc12)CC(C)(C)CN(C)C : 9.1%	0.0%	6.5%	1.2%	7.7%	-3.2%	-24.7%	-5.3%	1.6%
Record of COc1cccc(CNS(=O)(=O)c2c(C(=O)N3CCCC3)c(C)n(C)c2C)c1 : 1.7%	-3.8%	9.6%	-4.1%	5.9%	-1.8%	1.9%	-1.3%	4.0%
Record of CC[N+]1(C)CCC(O)(c2ccc(OC)cc2)C(C(=O)c2ccc(OC)cc2)C1 (stereo not drawn) : 4.61µM*	15.5%	?	-7.0%	?	?	2.91µM*	?	?

More results follow:
SMILES	HT1080 IDH1KD tx	TDP-43 yeast inh	KB-3-1 cytotox	GLP-1R agonist	HT1080-NT tox	HEK293 tox	SW480 rereplic	KB-V1 cytotox	GLP-1R inv ag
CC(C)Sc1cc(N2CCOCC2)nc(-c2ccc(Cl)cc2)n1	7.8%	2.5%	-12.4%	21.3%	-1.4%	19.7%	-6.0%	-1.9%	0.2%
N#CCC(=O)N/N=C/c1cc([N+](=O)[O-])ccc1N1CCCC1	4.9%	-13.6%	15.7%	5.5%	0.6%	-7.2%	0.4%	-18.5%	21.1%
CN(C)c1ncc(CN2CCC(C(=O)Nc3ccc(-n4cccn4)cc3)CC2)s1	5.6%	23.1%	nt	-8.0%	5.0%	-26.7%	4.1%	nt	-12.9%
O=C(NC1CC1)c1ccc(NS(=O)(=O)c2ccccc2)cc1	5.5%	-20.7%	-6.4%	-4.4%	-0.3%	1.4%	102.8%	5.2%	16.1%
CN(N=Cc1cccc2cccnc12)c1ccc([N+](=O)[O-])cc1[N+](=O)[O-]	9.0%	9.9%	-1.8%	-0.8%	13.6%	-0.5%	-3.7%	0.3%	9.7%
COc1ccc(-c2nc(-c3ccc(O)cc3O)cs2)cc1OC	?	17.8µM*	4.9%	?	?	?	?	?	9.3%
CCc1cc(-c2nc(N)ncc2-c2csc(C)n2)c(O)cc1OC	-0.5%	10.7%	3.1%	26.5%	1.6%	-25.5%	-69.3%[inhibitor]	20.6%	6.1%
Cn1ncc(C(=O)Nc2ccc(OC(F)(F)F)cc2)c1-n1cccc1	-12.7%	12.6µM*	10.3%	3.6%	-14.1%	-2.3%	-4.0%	-5.8%	?
CCC(C)n1c(SCC(=O)NC(=O)c2cccn2C)nc2ccccc2c1=O (stereo not drawn)	-25.3%	24.7%	?	13.1%	-21.1%	-11.0%	-4.8%	?	-22.7%
O=C(/C=C/c1cccs1)c1ccc(NC(=O)c2ccccc2F)cc1	11.9%	19.0%	1.5%	10.7%	-3.8%	-14.6%	-24.8%	?	3.3%
CC(=O)Nc1nc(CC(C)C)cc2c1c(=O)oc1ccccc12	-7.7%	-15.6%	-1.3%	?	-2.2%	3.8%	0.3%	-2.3%	-0.1%
O=C(CNS(=O)(=O)c1ccccc1)N1CCc2ccccc2C1	0.3%	17.0%	-18.5%	1.2%	0.7%	4.8%	?	-6.6%	10.0%
O=C1NC2(CCCCCC2)C(=O)N1Cc1ccc([N+](=O)[O-])cc1	4.5%	?	13.2%	0.9%	-3.1%	16.1%	-89.9%[inhibitor]	?	5.9%
COc1cccc(Nc2nc(C(N)c3ccccc3)cs2)n1 (stereo not drawn)	?	13.5%	0.0%	10.1%	?	0.8%	nt	-4.1%	-15.8%
Cc1ccc(Cl)cc1Nc1nc(-c2cccnc2)cs1	-21.3%	12.6µM*	-18.0%	29.4%	-26.4%	-14.8%	-5.5%	-0.9%	?
CN(Cc1ccccc1)CC(O)COc1ccc(CNCCc2cccnc2)cc1 (stereo not drawn)	-1.1%	9.8%	1.1%	10.8%	0.0%	?	5.7%	-21.6%	?
Clc1ccc(-c2nnc(-c3ccccc3)c(-c3c[nH]c4ccccc34)n2)cc1	-10.9%	-11.2%	1.1%	0.3%	0.3%	-6.0%	?	19.0%	-15.3%
CCCc1[nH]nc2c1C(c1ccc(OC(=O)N3CCOCC3)cc1)C(C#N)=C(N)O2 (stereo not drawn)	-2.3%	-19.1%	1.8%	-1.8%	-5.1%	11.8%	6.0%	-6.9%	29.0%
Cc1ccc(-n2ncc(Br)c(Br)c2=O)cc1	5.17µM*	?	?	-8.4%	4.61µM*	?	-19.4%	10.7%	?
Cn1cc(S(=O)(=O)Nc2ccc(Oc3ccccc3)cc2)c(=O)n(C)c1=O	-0.7%	14.5%	-0.4%	-10.3%	-0.7%	0.5%	-2.0%	-2.5%	9.3%
O=c1ccnc(SCCC(F)=C(F)F)[nH]1	-2.2%	-7.2%	-11.3%	14.1%	0.4%	0.1%	2.0%	-4.8%	15.7%
COc1cc(C(=O)NNC(=O)Nc2ccc([N+](=O)[O-])cc2)cc(OC)c1OC	?	-3.4%	1.0%	10.3%	?	-17.2%	10.4%	16.4%	-24.9%
CCCOc1ccc(C(=O)O)cc1	2.1%	?	-4.1%	0.0%	1.1%	12.2%	-3.2%	24.9%	-6.2%
COC(=O)CCN1CCN(S(=O)(=O)c2ccc3c(c2)OCCO3)CC1	7.6%	6.9%	5.1%	-2.7%	6.7%	2.9%	-3.9%	?	14.0%

Screens deposited in PubChem BioAssay by National Center for Advancing Translational Sciences (NCATS).
